DLD1 CTGF mRNA = YAP1 pathway inhibitors via CTGF transcript, primary screen, DLD1 colon cancer cells, RT-qPCR, single point (AID 743449); DLD1 CTGF mRNA qPCR, 24 h; stronger effect = higher value; inhibition, % at 12.5 µM; hit rate 0.9% among 9,900;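 active = mean normalized replicate activity at least 50 and at least half of replicates each reaching 50; inconclusive = only one of the two criteria met; inactive = neither criterion met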;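 note: 0% = neutral control wells and 100% = dasatinib control wells; higher means stronger suppression of CTGF expression like dasatinib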
Pax4 gene expression = Pax4 mRNA upregulation in alpha cells – RT-PCR, mouse alpha TC1 cells, single point, primary screen (AID 1053180). mouse alpha TC1 cells, Pax4 mRNA qPCR, 6 days; stronger effect = higher value; 100% = Pax4 plasmid added at qPCR. activation, % at 10 µM. hit rate 0.2% among 9,600;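 active = highest normalized replicate activity of 15 or more, or at least half the replicates reach 15 or more; inactive = neither condition met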;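 note: pax4 Ct normalized to GAPDH with activation seen as lower delta delta Ct; plate controls were plate neutral control wells for no effect and Pax4 plasmid positive control for full effect; each compound tested in two replicate wells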
An asterisk follows results filed as active; ? = inconclusive; / = no result given; & = joins results of further samples; ! = not active in a repeat. These rows are one share of the data, so the mix of outcomes need not match the whole.

Below each compound: DLD1 CTGF mRNA | Pax4 gene expression
- CN(C)CC(=O)N1CC2(C1)[C@H](c1ccccc1)[C@H](CO)N2S(C)(=O)=O
  -46 | /
- O=S(=O)(c1cccc(F)c1)N1CC[C@@H]2[C@H](CO)Nc3ccc(Br)cc3[C@@H]21
  -3 | 0.0
- COc1cccc(-c2ccc3c(c2)[C@@H]2[C@@H](CCN2C(=O)c2ccccn2)[C@H](CO)N3)c1
  12 | 0.0
- C[C@H]1CN([C@@H](C)CO)C(=O)CCCn2nncc2CO[C@H]1CN(C)C(=O)Nc1cccc(Oc2ccccn2)c1
  10 | 0.0
- COc1ccccc1-c1ccc2n(c1=O)C[C@H]1[C@H](CO)[C@@H](C(=O)NCc3ccccc3Cl)N[C@@H]21
  16 | 0.0
- O=C(C[C@@H]1CC[C@@H]2[C@H](COC[C@H](O)CN2Cc2ccc3c(c2)OCO3)O1)N1CCCCC1
  2 | 0.0
- CCCNC(=O)C[C@@H]1CC[C@@H]2[C@H](COC[C@H](O)CN2Cc2ccncc2)O1
  -14 | 0.0
- CCCNC(=O)N1CC(=O)N2[C@H](CO)[C@H](c3ccc(-c4ccc(F)cc4)cc3)[C@H]2C1
  1 | 0.0
- CN(C)C(=O)c1ccc(-c2cccc(-c3nc(C(=O)NCc4ccccc4)cc4c3[C@@H](CCO)N([S@](=O)C(C)(C)C)C4)c2)cc1
  ? | 0.0
- CCCNC(=O)N1C[C@H]2[C@@H](c3ccccc31)[C@@H](CO)N2C(=O)Nc1ccccc1F
  2 | 0.0
- CO[C@H]1CC[C@H]2CCOc3ccc(C#N)cc3C(=O)N(C)[C@@H](C)C(=O)N(C)C[C@@H]1O2
  -15 | 0.0
- CNC[C@@H]1Oc2c(N)cccc2C(=O)N([C@@H](C)CO)C[C@H]1C
  -10 | 0.0
- C[C@@H]1CN([C@@H](C)CO)C(=O)c2ccccc2-c2ccccc2CO[C@H]1CN(C)C(=O)CCC(F)(F)F
  30 | 0.0
- CC(C)NC[C@@H]1[C@H](c2ccc(C3=CCCCC3)cc2)[C@H](CO)N1S(C)(=O)=O
  -4 | 0.0
- O=C(Nc1cc(F)ccc1F)N[C@H]1CC[C@@H](CCn2cc(C3CCCCC3)nn2)O[C@@H]1CO
  23 | 0.0
- C[C@H](CO)N1C[C@H](C)[C@@H](CN(C)C(=O)Nc2cccc3ccccc23)Oc2c(NC(=O)C3CCOCC3)cccc2C1=O
  -26 | 0.0
- C[C@@H]1CN([C@@H](C)CO)C(=O)CCCn2nncc2CO[C@H]1CN(C)C(=O)NC1CCCC1
  ? | 0.0
- COc1ccccc1CN1C[C@@H](C)[C@H](OC)CN(C)C(=O)c2cc(NC(=O)Nc3ccccc3OC)ccc2OC[C@H]1C
  -16 | 0.0
- COc1ccc2c3c([nH]c2c1)[C@H](CO)N(C(=O)CN1CCOCC1)CC31CN(Cc2ccccc2)C1
  17 | 0.0
- CNC[C@H]1Oc2ccc(N)cc2CC(=O)N([C@H](C)CO)C[C@H]1C
  15 | 0.0

More records:
Below each compound: DLD1 CTGF mRNA | Pax4 gene expression
- COc1ccc(S(=O)(=O)Nc2ccc3c(c2)[C@H]2C[C@@H](CC(=O)N(C)C)O[C@@H](CO)[C@H]2O3)cc1
  -3 | 0.0
- CN(C)C(=O)c1cccc(-c2ccc(C3[C@H]4CNC[C@@H]3N4Cc3ccc4c(c3)OCO4)cc2)c1 (some centres undefined)
  -32&21 | 0.0&0.0
- O=C(C[C@@H]1C[C@@H]2c3cc(NC(=O)C4CCC4)ccc3O[C@@H]2[C@H](CO)O1)NC1CCCC1
  -16 | 0.0
- Cc1nc(N2[C@@H](C#N)[C@@H](c3ccccc3)[C@@H]2CO)sc1C
  35 | 0.0
- CCS(=O)(=O)Nc1ccc2c(c1)C(=O)N(C)[C@H]1CC[C@H](CC(=O)N[C@H]3CCN(Cc4ccccc4)C3)O[C@@H]1CO2
  27 | 0.0
- C[C@@H]1CN([C@H](C)CO)C(=O)c2cc(NC(=O)C3CCCCC3)ccc2O[C@H]1CN(C)C(=O)Nc1ccc(C(F)(F)F)cc1
  44 | 0.0
- CO[C@@H]1CC[C@H]2CCOc3c(C#N)cccc3C(=O)N(C)C[C@H](c3ccccc3)CC(=O)N(C)C[C@@H]1O2
  9 | 0.0
- O=S(=O)(c1ccc(F)cc1)N1C[C@@H]2N[C@H](C1)C2c1ccc(/C=C/c2ccccc2)cc1 (some centres undefined)
  -41&-47 | 8.3*!
- CO[C@@H](CN(C)C(=O)c1ccccc1F)[C@H](C)CN([C@H](C)CO)S(=O)(=O)c1ccc(F)cc1
  -5 | 0.1
- CO[C@@H]1CC[C@H]2CCN(C)C(=O)CCCN(C)C(=O)c3cc(C#N)ccc3OC[C@@H]1O2
  -30 | 0.0
- O=C(C[C@@H]1CC[C@@H]2[C@H](COC[C@H](O)CN2C(=O)c2ccc3c(c2)OCO3)O1)NC1CCC1
  2 | 0.0
- C[C@H](CO)N1C[C@H](C)[C@@H](CN(C)Cc2ccc3c(c2)OCO3)Oc2cc(Br)ccc2S1(=O)=O
  42 | 0.3
- CNC[C@@H]1OCCCC[C@@H](C)Oc2ccc(NC(=O)Nc3ccc(OC)cc3)cc2C(=O)N([C@H](C)CO)C[C@@H]1C
  -8 | 0.0
- C[C@H](CO)N1C[C@H](C)[C@@H](CN(C)Cc2ccncc2)Oc2c(cccc2N(C)C)C1=O
  5 | 0.0
- CN1C(=O)c2cc(NS(C)(=O)=O)ccc2OC[C@H]2O[C@H](CC(=O)N3CCOCC3)CC[C@@H]21
  -8 | 0.0
- COc1ccccc1C#Cc1ccc([C@@H]2[C@@H](CO)N(C(=O)C3CCC3)[C@H]2C#N)cc1
  6 | 0.0
- CC(C)NC(=O)Nc1ccc2c(c1)C(=O)N([C@H](C)CO)C[C@@H](C)[C@@H](CN(C)C(=O)C1CCCCC1)OCCCC[C@H](C)O2
  6 | 0.0
- O=C(Nc1ccc(F)cc1)N1CC(=O)N2[C@H](CO)[C@@H](c3ccc(-c4cccc(F)c4)cc3)[C@H]2C1
  33 | 0.0
- CCCC#Cc1ccc2c(c1)[C@@H]1[C@@H](CCN1C(=O)CC1CC1)[C@@H](CO)N2C
  6 | 0.0
- C/C=C/c1ccc([C@@H]2[C@@H](CO)N3CCCCN(CCC(F)(F)F)C[C@@H]23)cc1
  -3 | 0.0

Next part.
Below each compound: DLD1 CTGF mRNA | Pax4 gene expression
- C[C@@H]1CN([C@H](C)CO)S(=O)(=O)c2ccc(-c3ccncc3)cc2O[C@@H]1CN(C)S(C)(=O)=O
  18 | 0.0
- C[C@H]1CN([C@@H](C)CO)C(=O)Cc2cc(NS(=O)(=O)c3cn(C)cn3)ccc2O[C@H]1CN(C)Cc1ccc2c(c1)OCO2
  -59 | 0.0
- O=C(Nc1cc(F)ccc1F)N1CC(=O)N2[C@H](C1)[C@@H](c1ccc(/C=C/c3ccccc3)cc1)[C@@H]2CO
  -5 | 0.0
- Cc1noc(C)c1NC(=O)Nc1ccc2c(c1)C(=O)N([C@H](C)CO)C[C@@H](C)[C@@H](CN(C)Cc1ccc3c(c1)OCO3)OCCCC[C@@H](C)O2
  -19 | 0.0
- O=C(C[C@@H]1CC[C@@H]2[C@H](COC[C@@H](O)CN2Cc2cc(F)ccc2F)O1)NCc1ccc(Oc2ccccc2)cc1
  ? | 0.1
- C[C@H](CO)N1C[C@H](C)[C@@H](CN(C)C(=O)c2ccc3ccn(C)c3c2)OCc2cnnn2CCCC1=O
  -13 | 0.0
- C[C@H](CO)N1C[C@H](C)[C@@H](CN(C)Cc2ccc(Oc3ccccc3)cc2)Oc2c(NC(=O)CCC(F)(F)F)cccc2C1=O
  -45 | 0.0
- O=C(C1CCCCC1)N1CC2(C1)[C@@H](c1ccccc1)[C@@H](CO)N2CCC(F)(F)F
  -1 | /
- O=C(C[C@H]1CC[C@H]2[C@@H](COC[C@@H](O)CN2Cc2ccc(F)cc2)O1)NCCc1ccccc1
  -7 | 0.0
- CC(C)[C@H]1C(=O)N[C@H](c2cccc(Cl)c2)CC=CC[C@H](C)Oc2ccccc2C(=O)N1C (mixture of isomers)
  -2 | 0.0
- CO[C@H](CN(C)S(=O)(=O)c1ccc(F)cc1)[C@H](C)CN(Cc1ccccc1Cl)[C@@H](C)CO
  16 | 0.0
- CN1C(=O)c2cc(NC(=O)Cc3cccs3)ccc2OC[C@H]2O[C@H](CC(=O)NCCc3ccncc3)CC[C@@H]21
  -71 | 0.0
- COc1ccc(S(=O)(=O)Nc2ccc3c(c2)C(=O)N([C@@H](C)CO)C[C@@H](C)[C@H](CN(C)Cc2ccc(C(F)(F)F)cc2)OCCCC[C@@H](C)O3)cc1
  -14 | 0.0
- COc1ccc(S(=O)(=O)Nc2ccc3c(c2)C(=O)N([C@H](C)CO)C[C@@H](C)[C@H](CN(C)C(=O)Nc2c(C)noc2C)OCCCC[C@@H](C)O3)cc1
  -12 | 0.0
- Cc1noc(C)c1NC(=O)N(C)C[C@@H]1OCCCC[C@H](C)Oc2ccc(NC(=O)Nc3ccc(C(F)(F)F)cc3)cc2C(=O)N([C@@H](C)CO)C[C@@H]1C
  20 | 0.1
- CCN(C[C@H]1[C@H](c2ccccc2)[C@H](CO)N1C(C)=O)C(=O)NC1CCCC1
  -40 | 0.0
- CO[C@@H]1CN(C)C(=O)c2ccc(NS(=O)(=O)CC(F)(F)F)cc2OC[C@@H](C)N(C(=O)NC(C)C)C[C@@H]1C
  -27 | 0.0
- C[C@H]1CN([C@@H](C)CO)C(=O)c2cc(NC(=O)C3CC3)ccc2O[C@@H]1CN(C)S(=O)(=O)c1ccccc1
  -17 | 0.0
- C[C@@H]1CN([C@H](C)CO)C(=O)c2cc(N(C)C)ccc2O[C@@H](C)CCCCO[C@@H]1CN(C)Cc1ccc(C(=O)O)cc1
  -10 | 0.0
- CN(C)CC(=O)N1[C@H](CO)[C@H](c2ccccc2)C12CN(CCC(F)(F)F)C2
  -12 | /

Overlap with the part before: two entries, followed by the next part.
Below each compound: DLD1 CTGF mRNA | Pax4 gene expression
- C[C@@H]1CN([C@H](C)CO)C(=O)c2cc(N(C)C)ccc2O[C@@H](C)CCCCO[C@@H]1CN(C)Cc1ccc(C(=O)O)cc1
  -10 | 0.0
- CN(C)CC(=O)N1[C@H](CO)[C@H](c2ccccc2)C12CN(CCC(F)(F)F)C2
  -12 | /
- Cc1ccc(S(=O)(=O)N2[C@@H]3CNC[C@H]2C3c2ccc(/C=C/c3ccccc3)cc2)cc1 (some centres undefined)
  -24&-53 | 0.0&0.0
- COc1ccccc1-c1ccc([C@@H]2[C@@H](CO)N3CCCCN(C(=O)c4cccnc4)C[C@H]23)cc1
  38 | 0.0
- O=C(Cc1cccnc1)N1CC2(C1)[C@H](c1ccccc1)[C@@H](CO)N2C(=O)C1CCOCC1
  -28 | /
- COc1ccc(-c2ccccc2[C@@H]2[C@H](C#N)N(C(=O)c3cccnc3)[C@H]2CO)cc1
  1 | 0.0
- CC=Cc1ccc2n(c1=O)C[C@@H]1[C@@H](CO)[C@H](C(=O)NCc3ccc4c(c3)OCO4)[C@H]2N1C(=O)COC (mixture of isomers)
  -12 | 0.0
- O=C(C[C@@H]1CC[C@@H]2[C@H](COC[C@H](O)CN2C(=O)Cc2ccccc2)O1)NC1Cc2ccccc2C1
  1 | 0.0
- O=C1Nc2ccccc2OCc2cn(nn2)CC[C@H]1Cc1ccc(-c2ccccc2)cc1
  0 | 0.1
- C[C@H](O)C#Cc1ccc([C@H]2[C@@H](CO)N3CCCCN(C(=O)c4ccc5c(c4)OCO5)C[C@@H]23)cc1
  53* | 0.0
- CO[C@H]1CN(C)C(=O)c2cc(NC(=O)c3ccc(Oc4ccccc4)cc3)ccc2OC[C@H](C)NC[C@@H]1C
  -17 | 0.0
- O=C(Cc1ccncc1)NCC[C@H]1CC[C@H](NS(=O)(=O)c2ccccc2Cl)[C@H](CO)O1
  -7 | 0.0
- C[C@H]1CN([C@@H](C)CO)S(=O)(=O)c2ccc(-c3ccncc3)cc2O[C@H]1CN(C)S(C)(=O)=O
  -2 | 0.0
- C[C@@H]1CN([C@H](C)CO)C(=O)c2ccccc2-c2ccccc2CO[C@@H]1CN(C)C(=O)[C@@H]1CCCN1C
  -7 | 0.0
- CC(C)COC(=O)N(C)C[C@@H]1OCc2ccccc2-c2ccccc2C(=O)N([C@@H](C)CO)C[C@@H]1C
  -9 | 0.0
- CCCC#Cc1ccc([C@H]2[C@H](CO)N3C(=O)CN(C(=O)Nc4cccc(F)c4)C[C@@H]23)cc1
  -71 | 0.0
- COc1ccc2c3c(n(C)c2c1)[C@H](CO)N(Cc1ccncc1)CC31CN(C(=O)C2CCCCC2)C1
  21 | 0.0
- COc1ccc2c3c(n(C)c2c1)[C@H](CO)N(CC1CC1)CC31CCN(C(=O)c2cccc(F)c2)CC1
  35 | 0.0
- CC(=O)N1[C@H](CO)[C@@H]2c3ccccc3N(S(=O)(=O)c3ccccc3C)C[C@@H]21
  1 | 0.0
- COc1ccccc1C(=O)N1C[C@H]2[C@@H](c3ccccc31)[C@@H](CO)N2C(=O)Cc1ccccc1
  -5 | 0.0
- COC(=O)C[C@H]1CC[C@H]2[C@@H](COC[C@H](O)CN2S(=O)(=O)c2ccccc2OC)O1
  23 | 0.0

For convenience, some entries already given.
Below each compound: DLD1 CTGF mRNA | Pax4 gene expression
- Cc1ccc(S(=O)(=O)N2[C@@H]3CNC[C@H]2C3c2ccc(/C=C/c3ccccc3)cc2)cc1 (some centres undefined)
  -24&-53 | 0.0&0.0
- COc1ccccc1-c1ccc([C@@H]2[C@@H](CO)N3CCCCN(C(=O)c4cccnc4)C[C@H]23)cc1
  38 | 0.0
- O=C(Cc1cccnc1)N1CC2(C1)[C@H](c1ccccc1)[C@@H](CO)N2C(=O)C1CCOCC1
  -28 | /

Screens: PubChem, Broad Institute
